JMJD2A Tudor inh – inhibitors of human JMJD2A Tudor domain | O75164 | AlphaScreen JMJD2A-Tudor / H3K4me3 peptide binding | Potency, µM (top dose mostly 114 µM), for the others: at the highest dose activity change, negative = inhibition, hits mostly inhibitors | hit rate 4.4% among 390,000 | AID 504339; further: on the % scale 0 is the no-effect control and ±100 the full control effect; nearly all actives have a fitted effect of over 50% in size
Pol beta inh – inhibitors of human DNA polymerase beta; P06746; Pol beta primer extension/strand displacement, fluorescence kinetic; Potency, µM (series often up to 114 µM), without a hit: at the highest dose activity change, negative = inhibition, usual class: inhibitors; hit rate 1.3% among 340,000; AID 485314; further: on the % scale 0 is the no-effect control and ±100 the full control effect
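Kinetic readout of DNA synthesis with strand displacement by Pol beta. Compound and 10 nM enzyme sit 15 min at room temperature; 50 nM substrate starts the reaction, read immediately and at 10 min.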
Pol iota inh – inhibitors of human DNA polymerase iota; hit rate 1% among 390,000; Pol iota fluorescent replication assay, 10 min; Q9UNA4; Potency, µM (series often up to 115 µM), inactives show top-dose activity, negative = inhibition, most hits filed as inhibitors
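Pol iota at 10 nM preincubated 15 min with compounds at room temperature; reaction started with fluorescent substrate, 50 nM final. Fluorescence read kinetically at 0 and 10 min; buffer-only wells as negative control.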
POLK inh – DNA polymerase kappa (human) inhibition; Q9UBT6; purified Pol kappa, fluorescent DNA synthesis assay, 10 min; Potency, µM (titrated, usually from 107 µM), without a hit: top-dose activity, negative = inhibition, most hits filed as inhibitors; hit rate 0.53% among 400,000; further: on the % scale 0 is the no-effect control and ±100 the full control effect
Target sequence (Q9UBT6 whole entry, looked up): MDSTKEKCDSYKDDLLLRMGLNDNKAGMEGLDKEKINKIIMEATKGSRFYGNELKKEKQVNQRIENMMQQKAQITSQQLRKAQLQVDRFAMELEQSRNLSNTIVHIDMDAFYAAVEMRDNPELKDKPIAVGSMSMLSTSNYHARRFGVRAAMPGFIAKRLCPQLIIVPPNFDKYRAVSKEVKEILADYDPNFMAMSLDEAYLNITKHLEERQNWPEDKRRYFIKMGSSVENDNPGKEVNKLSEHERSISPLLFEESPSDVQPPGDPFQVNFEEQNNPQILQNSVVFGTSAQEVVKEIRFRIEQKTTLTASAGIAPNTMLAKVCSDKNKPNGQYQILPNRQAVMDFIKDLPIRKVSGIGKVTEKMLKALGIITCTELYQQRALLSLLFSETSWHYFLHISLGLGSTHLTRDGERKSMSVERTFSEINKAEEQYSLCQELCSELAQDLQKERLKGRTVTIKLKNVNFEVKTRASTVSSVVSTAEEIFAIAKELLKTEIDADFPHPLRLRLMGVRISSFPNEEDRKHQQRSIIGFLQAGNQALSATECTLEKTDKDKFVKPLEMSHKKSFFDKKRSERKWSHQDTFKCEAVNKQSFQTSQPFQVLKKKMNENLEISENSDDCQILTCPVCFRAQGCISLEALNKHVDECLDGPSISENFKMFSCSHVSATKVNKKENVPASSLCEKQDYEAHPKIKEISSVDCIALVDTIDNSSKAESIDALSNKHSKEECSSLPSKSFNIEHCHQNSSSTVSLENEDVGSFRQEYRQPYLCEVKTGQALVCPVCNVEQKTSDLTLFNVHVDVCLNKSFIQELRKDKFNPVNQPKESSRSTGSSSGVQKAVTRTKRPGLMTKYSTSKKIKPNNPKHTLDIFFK
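Kinetic fluorescence screen: compound preincubated 15 min RT with 10 nM enzyme; 50 nM substrate (final) initiates; reads at 0/10 min.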
BAZ2B inh – blocks human BAZ2B. Q9UIF8. AlphaScreen BAZ2B-H3K14Ac peptide displacement. Potency, µM (top dose mostly 114 µM), for inactives: top-dose activity change, negative = inhibition, usual class: inhibitors. hit rate 4.4% among 360,000. AID 504333; further: on the % scale 0 is the no-effect control and ±100 the full control effect; nearly all actives have a fitted effect of over 60% in size
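BAZ2B 50 nM plus b-H3(5-23)K14Ac 50 nM, PBS pH 7.4/0.01% Tween-20, 30 min RT; compound added (max 110 uM), 30 min RT; streptavidin donor/Ni-chelate acceptor beads 10 ug/mL final, 20 min dark; AlphaScreen read.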
BLM helicase inh – blocks DNA unwinding by human BLM helicase; recombinant BLM DNA unwinding, fluorescence dequenching; P54132; hit rate 0.2% among 350,000; Potency, µM (top dose mostly 56.1 µM), inactives show top-dose activity change, negative = inhibition, most hits filed as inhibitors; AID 2528;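 further: plate controls were vehicle for no effect and no enzyme for full effect; nearly all actives have a fitted effect of over 35% in size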
G9a inh – inhibitors of human histone lysine methyltransferase G9a | Q96KQ7 | G9a H3K9 monomethylation, AlphaScreen, 2 h | Potency, µM (doses to about 102 µM), for the others: at the highest dose activity, negative = inhibition, hits mostly inhibitors | hit rate 8.8% among 350,000; further: on the % scale 0 is the no-effect control and ±100 the full control effect; nearly all actives have a fitted effect of over 75% in size
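Compounds were preincubated with 20 nM G9a for 15 min, after which biotinylated H3K9 peptide (500 nM) and SAM (20 uM) started a 2 h room-temperature reaction. Monomethylated product was quantified by antibody-based AlphaScreen chemiluminescence.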
Pol eta inh – blocks human DNA polymerase eta activity | Q9Y253 | recombinant Pol eta, fluorescent DNA replication assay | Potency, µM (top dose mostly 114 µM), without a hit: at the top dose activity change, negative = inhibition, actives largely listed as inhibitors | hit rate 1.2% among 390,000 | AID 588591; further: on the % scale 0 is the no-effect control and ±100 the full control effect
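Pol eta at 10 nM preincubated with compounds 15 min at room temperature; reaction started with fluorescent substrate (50 nM final) and read kinetically at 0 and 10 min.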
APEX1 inh – inhibitors of human APE1 endonuclease. P27695. recombinant APE1, TAMRA/BHQ-2 abasic DNA cleavage fluorescence. Potency, µM (titrated, usually from 65.8 µM), for inactives: at the highest dose activity change, negative = inhibition, most hits filed as inhibitors. hit rate 0.35% among 350,000;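 further: plate controls were vehicle for no effect and reference inhibitor for full effect; nearly all actives have a fitted effect of over 55% in size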
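Step 1: APE1 (0.75 nM) with compound, 15 min RT. Step 2: add 50 nM fluorophore/quencher THF duplex. Step 3: three fluorescence reads 60 s apart (525/598 nm); read 3 minus read 1 = reaction progress.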
* = called active by the depositor; ? = inconclusive; . = no result given; [ ] = remark or other dose. The call rests on the fitted dose curve; in most records, active means well fitted curve in the direction sought with a large enough effect; inconclusive means small, poorly fitted or top-dose-only effect, or another doubt; inactive means no such curve, though single readings can be large; an effect the other way counts as inactive or inconclusive. Potency means the concentration at half of the fitted maximal effect.

SMILES	JMJD2A Tudor inh	Pol beta inh	Pol iota inh	POLK inh	BAZ2B inh	BLM helicase inh	G9a inh	Pol eta inh	APEX1 inh
CCc1nc(SCC(=O)NCc2ccc(F)cc2)c2c(=O)n(C)c(=O)n(C)c2n1	-13%	-13%	7%	-10%	-5%	4%	-40%[59 µM]	-9%	-5%
COc1ccc(OC)c(S(=O)(=O)CC(=O)c2cc3ccc(OC)cc3oc2=O)c1	-14%	?	20%	4%	?	-21%	-13%	-7%	10%
COCCNC(=O)c1cc(OC)c(OC)cc1[N+](=O)[O-]	-13%	12%	21%	-19%	-6%	3%	.	-22%	17%
Cc1cc(C)cc(C(=O)NCC(=O)NNC(=O)CSc2ccccc2F)c1	2%	.	11%	4%	-4%	.	-3%[12.7 µM]	-10%	10%
O=C(Cn1c(C(F)(F)F)nc2ccccc21)N=Nc1c(O)[nH]c2ccc(Br)cc12	-21%	3%	5%	10%	-12%	0%	.	-23%	13%
Cc1nc(NC(=O)CSc2nnnn2Cc2ccccc2)sc1C	-15%	39%	-5%	3%	-38%	-4%	?	-14%	12%
Cc1ccc(S(=O)(=O)Oc2ccc(/C=C(/NC(=O)c3ccccc3)C(=O)NC(C)C(=O)O)cc2)cc1 (stereo not given)	-1%	3%	23%	-2%	-12%	-1%	.	-6%	-9%
Nc1nonc1C(=O)NCCNC(=O)c1ccc(Cl)cc1	-11%	49%	38%[activator]	-2%	0%	-2%	20%	0%	45%[activator]
O=P(c1ccccc1)(c1ccccc1)c1cc(S(=O)(=O)O)ccc1O	40µM*	10µM*	25µM*	?	50µM*	3%	35µM*	20µM*	-96%
CCOCCCNC(=O)C(NC(=O)c1ccc2c(c1)OCO2)c1ccccc1 (stereo not given)	-1%	5%	34%[activator]	-4%	-2%	-4%	10%	-4%	0%

Three structures from above, sorted by molecular weight, smallest number first.
SMILES	JMJD2A Tudor inh	Pol beta inh	Pol iota inh	POLK inh	BAZ2B inh	BLM helicase inh	G9a inh	Pol eta inh	APEX1 inh
Nc1nonc1C(=O)NCCNC(=O)c1ccc(Cl)cc1	-11%	49%	38%[activator]	-2%	0%	-2%	20%	0%	45%[activator]
Cc1nc(NC(=O)CSc2nnnn2Cc2ccccc2)sc1C	-15%	39%	-5%	3%	-38%	-4%	?	-14%	12%
COc1ccc(OC)c(S(=O)(=O)CC(=O)c2cc3ccc(OC)cc3oc2=O)c1	-14%	?	20%	4%	?	-21%	-13%	-7%	10%

A second format for five compounds above.
Each structure is followed by: JMJD2A Tudor inh	Pol beta inh	Pol iota inh	POLK inh	BAZ2B inh	BLM helicase inh	G9a inh	Pol eta inh	APEX1 inh
CCc1nc(SCC(=O)NCc2ccc(F)cc2)c2c(=O)n(C)c(=O)n(C)c2n1
→ -13%	-13%	7%	-10%	-5%	4%	-40%[59 µM]	-9%	-5%
COc1ccc(OC)c(S(=O)(=O)CC(=O)c2cc3ccc(OC)cc3oc2=O)c1
→ -14%	?	20%	4%	?	-21%	-13%	-7%	10%
COCCNC(=O)c1cc(OC)c(OC)cc1[N+](=O)[O-]
→ -13%	12%	21%	-19%	-6%	3%	.	-22%	17%
Cc1cc(C)cc(C(=O)NCC(=O)NNC(=O)CSc2ccccc2F)c1
→ 2%	.	11%	4%	-4%	.	-3%[12.7 µM]	-10%	10%
O=C(Cn1c(C(F)(F)F)nc2ccccc21)N=Nc1c(O)[nH]c2ccc(Br)cc12
→ -21%	3%	5%	10%	-12%	0%	.	-23%	13%

Next records.
SMILES	JMJD2A Tudor inh	Pol beta inh	Pol iota inh	POLK inh	BAZ2B inh	BLM helicase inh	G9a inh	Pol eta inh	APEX1 inh
CC(=O)c1c(C)[nH]c(C(=O)CSc2nnc(-c3ccc(Cl)cc3)n2CC2CCCO2)c1C (stereo not given)	79µM*	2%	8%	-7%	-10%	-4%	50µM*	-15%	0%
CC1=CC2=NC(=O)CC(C)(C(=O)N(CC(=O)NC(C)(C)C)C3CCCC3)N2C=C1 (stereo not given)	-10%	5%	-4%[58.9 µM]	-8%	13%	2%	22%	-8%	20%
Fc1cccc(Cl)c1Cn1c(-c2cccs2)nc2ccccc21	-4%	3%	6%	-1%	6%	-11%	5%[59 µM]	-9%	.
CCC(C)n1c(SCC(=O)Nc2ccc3[nH]c(=O)[nH]c3c2)nc2ccccc2c1=O (stereo not given)	-24%	.	19%	-16%	-37%	.	?	-9%	-11%
C=CCNC(=S)Nc1cc(Cl)ccc1OC	0%	41%	11%	-3%	-2%	3%	2%[59 µM]	-21%	20%
Cn1nnc2sc3c(c2c1=O)CCCC3	-4%	0%	-7%	0%	?	-1%	?	5%	-4%
O=CN1CCN(C=O)C(O)C1O (stereo not given)	-17%	.	29%	-11%	.	.	.	1%	.
Cc1ccccc1C(=O)Nn1c(C)ccc1C	.	1%	.	.	-18%	-4%	-5%	.	-7%
O=C(Cc1ccc(-n2cnnn2)cc1)NC12CC3CC(CC(C3)C1)C2	-7%	12%	-3%	-2%	3%	-2%	12%[12.7 µM]	-10%	2%
O=C(Nc1cccc(O)c1)c1cc2nc(-c3ccc(Br)cc3)cc(C(F)(F)F)n2n1	-18%	-1%	-19%	-24%	6%	-5%	0%[59 µM]	-5%	.
CCOc1ccc(NC(=O)CCSc2nnc(C)s2)cc1	-1%	2%	-4%	5%	-6%[57.1 µM]	-4%	32%[activator]	-10%	-2%
O=C(CN1CCOCC1)N(c1ccccc1)c1ccc2ccccc2c1	-22%	8%	9%	-2%	-27%	0%	50µM*	-2%	0%
COc1ccc(C(=O)NC(=S)N(Cc2ccccc2)Cc2ccccc2)cc1	56µM*	18%	-5%	-9%	8.9µM*	-11%	59%[activator][12.7 µM]	-11%	-4%
O=c1[nH]nc(Cc2ncc(C(F)(F)F)cc2Cl)c2ccccc12	-21%	-1%	33%	2%	-14%	-1%	9%	-12%	39%
COc1ccc(OC)c(N(CC(=O)NC2CCCC2)S(=O)(=O)c2ccc(OC)c(OC)c2)c1	-12%	18%	24%	0%	-30%	-1%	.	-20%	3%
Cc1cc(/C=N/n2cnnc2)c(C)n1-c1ccc(C(=O)O)cc1	-5%	-9%	1%	0%	.	-2%	1%[59 µM]	-9%	-3%
O=C(N/N=C/c1cn(-c2ccccc2)nc1-c1cc2ccccc2o1)c1cccnc1	-5%	-25%	62%[activator]	-10%	-3%	-5%	22%[59 µM]	-4%	8%
O=C(Nc1sc2c(c1CN1CCOCC1)CCC2)c1ccc(F)cc1	-19%	-1%	14%	-9%	0%	-1%	-13%	-15%	7%
Cc1cc(C)n(CCCNC(=O)c2ccc(S(=O)(=O)NCc3ccco3)cc2)n1	-5%	0%	-1%	-2%	-25%	1%	-26%[12.7 µM]	-6%	-3%
CC1=NNC(=O)C1CC(=O)N/N=C/c1sccc1C (stereo not given)	-13%	29%	?	-3%	-14%	0%	.	-7%	20%
CSCCC(NC(=O)COc1ccccc1)C(=O)NC1CCC(C)CC1 (stereo not given)	-12%	.	13%	2%	-9%	.	-29%	-12%	21%
C=CCN1C(=O)c2ccc(C(=O)NCC(c3ccccc3)N(C)C)cc2C1=O (stereo not given)	-16%	4%	3%	-18%	-6%	-6%	0%	-9%	-2%
O=c1c(-c2ccc(Cl)cc2)nc2cnc(N3CCOCC3)nc2n1C[C@H]1CCCO1	.	.	.	-2%[60.1 µM]	.	3%	14%[0.501 µM]	.	13%
Cc1ccc(C(=O)NCC(=O)OCc2nnc(-c3ccccc3)o2)cc1	-10%	37%	32%[activator]	-2%	-3%	-4%	.	-19%	6%
CCCNCc1cc(OC)c(OCC(=O)NCCc2ccccc2)cc1Br	-8%	6%	-4%	-12%	10%	-4%	15%[59 µM]	-19%	1%
O=C(CNC(=O)c1ccc(Br)o1)Nc1cccc(-c2cnc3ccccc3n2)c1	-10%	3%	2%	4%	13%	-3%	-5%[12.7 µM]	15%	14%
Cc1ccc(C(C)C)c(OCC(=O)NNC(=O)C(C(C)C)N2C(=O)c3ccccc3C2=O)c1 (stereo not given)	-18%	-11%	2%	-16%	-6%	-3%	-6%[59 µM]	?	-8%
CC(C)(C)c1ccc(OCC(=O)NNC(=O)C2CCCO2)cc1 (stereo not given)	-2%	3%	56%[activator]	-2%	0%	-7%	?	-21%	3%
CCOC(=O)c1cnc(SC2CC(=O)N(c3ccc(OC)c(OC)c3)C2=O)nc1N (stereo not given)	-7%	-2%	9%	1%	13%	-1%	20µM*	-10%	2%
CCOc1ccc(S(=O)(=O)N2CCCCC2)cc1NC(=O)Cc1ccccc1	-16%	.	-11%	7%	2%	.	-4%[2.33 µM]	-2%	37%
CC(=O)Oc1ccc([C@@H]2COc3c(ccc4c3C=CC(C)(C)O4)C2)c(OC(C)=O)c1	-28%	.	-27%	-12%	.	.	.	-19%	.
COC(=O)c1sccc1-c1ccc(/C=N/OC(=O)c2ccccc2)o1	-14%	-29%	-9%	-22%	1%	-5%	-1%	14%	1%
CCOc1ccc(-n2c(O)cc(=O)[nH]c2=O)cc1	0%	-14%	?	-13%	11%	-2%	71µM*	11%	1%
Cc1nn(-c2ccccc2)c(=O)c2ccccc12	-13%	26%	44%[activator]	-12%	1%	-2%	-34%	-19%	?
COc1ccc(/C=C/C(=O)NCCCc2ccccc2)cc1	-11%	14%	-3%	-14%	-4%	-2%	20%[59 µM]	-11%	6%
CCOC(=O)Cc1cc(-c2ccc(O)cc2)nc2ccc3ccccc3c12	-10%	18%	54%[activator]	-4%	-5%	-1%	-6%[59 µM]	-17%	0%

Fetched one by one from the entries so far, two records:
SMILES	JMJD2A Tudor inh	Pol beta inh	Pol iota inh	POLK inh	BAZ2B inh	BLM helicase inh	G9a inh	Pol eta inh	APEX1 inh
CCOC(=O)Cc1cc(-c2ccc(O)cc2)nc2ccc3ccccc3c12	-10%	18%	54%[activator]	-4%	-5%	-1%	-6%[59 µM]	-17%	0%
O=C(CN1CCOCC1)N(c1ccccc1)c1ccc2ccccc2c1	-22%	8%	9%	-2%	-27%	0%	50µM*	-2%	0%

Screening results (PubChem BioAssay)

Only part of the results is shown; the hit share may differ from the screen's.
